# NTR1 ag – agonists of NTR1, primary screen, imaging, U2OS cells, beta-arrestin-GFP, high content (AID 493036) | P30989 | NTR1-U2OS beta-arrestin-GFP spot imaging, agonist mode | actives 0.17% (n = 330,000) | activation, % at 20 µM;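 active = activation at or above 40% of the spot to cytoplasm intensity ratio, with at least 20 cells analyzed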;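 also: 0% = DMSO without peptide and 100% = 100 nM NTR1 peptide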
# Target sequence (P30989 whole entry, looked up): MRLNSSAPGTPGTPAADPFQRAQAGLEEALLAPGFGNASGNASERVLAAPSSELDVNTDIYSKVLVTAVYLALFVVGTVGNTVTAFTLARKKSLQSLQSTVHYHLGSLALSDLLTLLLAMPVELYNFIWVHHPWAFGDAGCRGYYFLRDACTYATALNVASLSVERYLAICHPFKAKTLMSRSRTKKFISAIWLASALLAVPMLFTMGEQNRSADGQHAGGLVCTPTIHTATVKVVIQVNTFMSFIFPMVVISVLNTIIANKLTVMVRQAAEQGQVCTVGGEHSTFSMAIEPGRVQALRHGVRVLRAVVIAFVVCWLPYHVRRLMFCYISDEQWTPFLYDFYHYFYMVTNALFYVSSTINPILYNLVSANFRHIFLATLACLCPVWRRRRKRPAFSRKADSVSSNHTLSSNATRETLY
# NS5 inhibitors – flavivirus cap methylation enzyme inhibition – biochemical, confirmation dose response, primary screen (AID 588689) | Dengue-2 NS5 methyltransferase capping enzyme assay, biochemical; higher % means a stronger effect | inhibition, % at 25 µM, or IC50 in µM where a hit was titrated | actives 0.3% (n = 340,000); in the data active = a potency from the dose series
# K1F lysis inhibition – protection from phage-mediated lysis, alamar blue read-out – E. coli UTI89, K1F phage, bacterial capsule biogenesis inhibitors (AID 488966). actives 0.02% (n = 340,000). one-dose inhibition, % at 100 µM; IC50 in µM for titrated hits. E. coli UTI89 K1F phage lysis, alamar blue, 2 h; higher % means a stronger effect;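 active = phage lysis inhibition, versus mean bacterial control, above a set limit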;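 also: capsule biogenesis inhibitors block K1F phage lysis so surviving cells raise fluorescence; higher fluorescence means more inhibition of phage lysis; actives were called in the ten point dose series up to 300 µM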
# NTR1 ag cell count 20 µM – second read-out of NTR1 ag, no call of its own (marks repeat the call); cell count; measured here: cell count, cytotoxicity flag
# NS5 inhibitors pilot replicate – second read-out of NS5 inhibitors, no call of its own (marks repeat the call); inhibition, %; measured here: pilot screen replicate inhibition
# Numbers without * were called inactive; [ ] = remark or other dose. A portion of the library, so the mix of outcomes need not match the whole.
SMILES,NTR1 ag,NTR1 ag cell count 20 µM,NS5 inhibitors,K1F lysis inhibition,others
CCC1Nc2ncnc(N3CCN(c4ccccc4)CC3)c2N(Cc2ccc(OC)cc2)C1=O (configuration not stated),0.3,57,-2%,0.4%,
O=C(Nc1ccc2nc3n(c(=O)c2c1)CCCC3)c1cccnc1Cl,-0.6,56,3%,0.0%,
Cc1noc(C)c1COc1ccc(C(=O)NCCc2ccc(S(N)(=O)=O)cc2)cc1,1.4,47,-3%,0.3%[50 µM],
O=c1ccn([C@@H]2O[C@H](COS(=O)(=O)O)[C@@H](O)[C@H]2O)c(=O)[nH]1,-2.7,55,0%,-0.5%,
CNC(=O)NC(=O)COC(=O)c1cccc(S(=O)(=O)N2CC3(C)CC2CC(C)(C)C3)c1 (configuration not stated),0.1,62,2%,0.5%[50 µM],
CCOC(=O)c1cc(CC)sc1NC(=O)COC(=O)c1cnccn1,0.4,66,-4%,1.9%[50 µM],
C=CC[C@@H](CC(=O)NCCO)C(=O)N[C@H](C)COC(=O)[C@@H](CC=C)Cc1ccc(F)cc1,-3.7,43,1%,1.9%,
CN(CC(=O)Nc1ccc(F)c(F)c1F)C(=O)C1CCCCC1,-1.7,44,-1%,0.2%[50 µM],
COc1cccc(OCCNc2ccc([N+](=O)[O-])cn2)c1,0.0,54,-6%,0.2%[50 µM],
C=CCN1c2ccccc2[C@]23C[C@@H](C(=O)OC)N(C(=O)NC4CCCC4)C2=NC(C(=O)OC)=C(C(=O)OC)[C@H]13,-0.6,94,-2%,0.7%,
O=C1CCC(=O)O1,0.6,66,-3%,-0.3%,
C=CCn1c(SCC(=O)N(C)C2CCS(=O)(=O)C2)nnc1-c1ccccc1 (configuration not stated),-1.3,67,0%,0.5%[50 µM],
Cc1ccc(C)c(-c2nnc(NC(=O)CCS(=O)(=O)c3ccccc3)o2)c1,1.0,71,1%,1.4%[50 µM],
COc1cc2c(cc1OC)CN(C(C)C(=O)Nc1cccc(S(=O)(=O)N3CCOCC3)c1)CC2 (configuration not stated),0.0,58,1%,0.9%[50 µM],
Cc1ccc(F)cc1NC(=O)CSCc1c(C)noc1C,-1.0,89,-4%,1.0%[50 µM],
CCCN(Cc1nnc(-c2cccs2)o1)C(=O)CN1C(=O)NC2(CCCCC2C)C1=O (configuration not stated),2.0,55,0%,0.8%,
O=C(OCCCOC(=O)c1ccc([N+](=O)[O-])o1)c1ccc([N+](=O)[O-])o1,2.1,65,1%,0.5%[50 µM],
CCCCn1nc(C(=O)N2CCN(S(=O)(=O)c3ccccc3)CC2)c2ccccc2c1=O,2.8,57,1%,0.5%[50 µM],
COc1ccccc1CC(=O)NNC(=O)CN(C)S(=O)(=O)c1ccc(Cl)cc1,0.0,63,-5%,0.4%[50 µM],
Cc1cc(C)nc(NNS(=O)(=O)c2c(C)cc(C(C)(C)C)cc2C)n1,2.7,61,3%,0.3%[50 µM],
CC(C(=O)Nc1ccc2[nH]c(=O)[nH]c2c1)N1CCN(Cc2ccc3c(c2)OCO3)CC1 (configuration not stated),-1.1,61,0%,0.4%[50 µM],
O=C(CCNC(=O)c1ccco1)NCc1ccc(C(=O)O)cc1,0.5,61,7%,-1.6%,
CC(C)CN(C(=O)c1ccc(S(=O)(=O)N2CCCCC2)cc1)C1CCS(=O)(=O)C1 (configuration not stated),2.5,56,1%,0.1%[50 µM],
CC1CC(C)CN(C(=O)COC(=O)/C=C/c2ccco2)C1 (configuration not stated),-0.8,53,-12%,0.8%[50 µM],
C=CCN1C(=O)c2ccc(C(=O)N3CCN(S(=O)(=O)c4cccc([N+](=O)[O-])c4)CC3)cc2C1=O,-1.5,46,-7%,0.3%[50 µM],
NC(=O)C1CCN(CC(=O)Nc2cc(S(=O)(=O)N3CCOCC3)ccc2N2CCCC2)CC1,-0.7,57,-7%,-0.1%,
Cc1cc(C(=O)CCC(=O)N(C)CC(=O)Nc2ccccc2Br)c(C)s1,-0.1,43,3%,0.3%[50 µM],
CC(C)=CCC/C(C)=C/CNC(=O)CC1C[C@H](C(=O)N(C(C)C)C(C)C)[C@@]2(C)c3[nH]c4ccccc4c3CCN2C1=O (some centres not stated),12,54,1%,0.1%,NS5 inhibitors pilot replicate=1.5
Cc1ccc(NC(=O)COC(=O)c2ccco2)cc1C,0.3,47,-2%,0.5%[50 µM],
COc1ccc(NC(=O)CSc2nc3ccccc3c(=O)[nH]2)cc1S(N)(=O)=O,-1.6,45,3%,0.2%[50 µM],
CC(C)N(Cc1ccccc1)C(=O)COC(=O)C1CCN(S(=O)(=O)c2ccc3c(c2)OCCO3)CC1,1.4,56,-4%,-0.2%[50 µM],
Cc1cc(NC(=O)C(C)SCC(=O)N(C)CC(=O)Nc2ccccc2Br)no1 (configuration not stated),-0.1,67,-1%,0.6%[50 µM],
O=C(Cc1ccccc1F)N1CCN(S(=O)(=O)c2ccc(Cl)cc2)CC1,0.0,67,4%,0.5%[50 µM],
COCc1c(C(=O)NCC2COc3ccccc3O2)oc2ccccc12 (configuration not stated),-0.1,93,-5%,0.8%[50 µM],
O=C1C=C(c2ccc(Oc3ccccc3)cc2)C[C@@H](c2ccc(Cl)cc2)C1,1.3,59,-3%,2.2%,
O=C(NCc1cc(C(F)(F)F)cc(C(F)(F)F)c1)C1CC(c2ccccc2F)=NO1 (configuration not stated),3.1,58,-5%,1.0%,
Cc1ccc(-c2nn(Cc3ccccc3)cc2C(=O)N2CCN(c3ccccn3)CC2)cc1,-0.7,59,0%,-0.6%[50 µM],
CN(C)CCNC(=O)C(=O)NCC1CCCN1S(=O)(=O)c1cccs1 (configuration not stated),0.2,65,1%,0.7%[50 µM],
CC(NC(=O)COC(=O)c1ccccc1SCC(=O)N1CCCC1)c1ccccc1 (configuration not stated),-0.1,62,2%,0.1%[50 µM],
Cn1c(COc2ccc(Cl)cc2)nnc1SCC(=O)NC1CCCCC1,4.1,51,-1%,2.1%,
C=CCN1C(=O)C(=O)N(CC(=O)c2ccc3c(c2)CCCC3)C1=O,-1.1,76,5%,0.2%[50 µM],
O=S(=O)(N/N=C\C=C\c1ccccc1)c1ccccc1,-0.1,60,-3%,0.1%,
O=C(CCOc1cccc(Br)c1)Nc1ccc(F)c(S(=O)(=O)N2CCOCC2)c1,0.1,86,-7%,-0.8%[50 µM],
CN(Cc1nc2ccccc2c(=O)[nH]1)C(=O)c1cccc(S(=O)(=O)N2CCCCCC2)c1,6.8,44,0%,0.5%,
CCOC(=O)N1CCN(C(=O)c2ccc(NS(=O)(=O)c3ccc4[nH]c(=O)[nH]c4c3)cc2)CC1,-1.6,61,-2%,0.5%[50 µM],
CS(=O)(=O)c1ccc(-c2nnc(NC(=O)c3cccc(N4C(=O)CCC4=O)c3)o2)cc1,0.2,69,-1%,0.8%[50 µM],
CC[C@@]12C(=O)N(c3cccc(F)c3)C(=O)N1[C@H](c1ccc(OC)cc1)[C@@H]1C(=O)N(C(C)(C)C)C(=O)[C@@H]12,-0.3,68,2%,1.9%,
CCCN(CC(=O)Nc1ccccc1C)C(=O)c1ccc(=O)n(Cc2ccccc2)n1,-0.4,66,5%,-0.5%,
C=CCn1c(C)nnc1SCC(=O)Nc1cc(S(=O)(=O)N2CCCC2)ccc1Cl,0.7,56,1%,0.9%[50 µM],
COc1ccc(-c2cc(C(=O)NC3CCCC3)c3ccccc3n2)cc1OC,0.3,54,0%,1.0%,
# Going on with the list:
SMILES,NTR1 ag,NTR1 ag cell count 20 µM,NS5 inhibitors,K1F lysis inhibition,others
CCC(C)Sc1ccc(-c2nc3cc(C)ccn3c2NC2CCCCC2)cc1 (configuration not stated),-1.4,45,-25%,0.3%,
CCOC(=O)[C@@H]1[C@H]2COc3cc(OC)ccc3[C@@H]2N2C(=O)N(c3cccc(C)c3)C(=O)[C@]12C,-0.3,63,0%,-1.5%,
CNC(=O)c1cc2c(cn1)[nH]c1ccccc12,-1.0,63,1%,-3.1%,
O=C(CN1C(=O)NC2(CCCCCCC2)C1=O)Nc1ccc(OC(F)F)cc1,2.1,86,-3%,-0.1%[50 µM],
CC(=O)c1ccc2c(c1)N(CCCN1CCC(CCO)CC1)c1ccccc1S2,-1.5,58,-6%,7.4%,
Cc1cc(C)c(C)c(S(=O)(=O)N2CCC(C(=O)NNC(=O)c3ccccc3O)CC2)c1C,-0.2,53,-2%,0.8%[50 µM],
COc1ccccc1CCC(=O)OCC(=O)c1c(N)n(CC(C)C)c(=O)n(C)c1=O,3.2,59,-13%,0.4%[50 µM],
C=CC[C@H](CC(=O)N(CCO)Cc1ccccc1)C(=O)NC[C@@H](OC(=O)[C@@H](CC=C)Cc1ccc(F)cc1)c1ccccc1,14,45,-7%,-1.4%,
COc1cc(/C=C2\SC(N)=NC2=O)ccc1OCC(=O)Nc1ccccc1C,1.3,59,2%,0.1%[50 µM],
CN(C/C=C/C#CC(C)(C)C)Cc1cccc2ccccc12,2.6,50,-5%,5.2%,
CSc1ccccc1NC(=O)CN(C)CC(=O)Nc1ccc(S(=O)(=O)N2CCCC2)cc1,-0.9,56,-1%,-2.0%,
O=C(COC(=O)c1cccnc1Cl)NC1CCCCCC1,-0.6,63,3%,1.4%,
CC(C)c1ccc(S(=O)(=O)Nc2ccc(-n3cnnn3)cc2)cc1,0.9,70,1%,4.3%[50 µM],
O=C(c1cccc(S(=O)(=O)N2CCOCC2)c1)N1CCN(c2ccccc2)CC1,-0.4,40,-1%,0.8%[50 µM],
COc1ccccc1NS(=O)(=O)c1ccc(C(=O)NCC(c2ccco2)N(C)C)cc1 (configuration not stated),-3.0,44,3%,0.9%[50 µM],
COc1cc(OC)cc(-c2c(C#Cc3ccsc3)c3cc(-c4ccc5c(c4)OCCO5)ccc3n2C)c1,1.3,54,-11%,1.6%,
CN(Cc1cnn(Cc2ccccc2)c1)C(=O)c1cccc(S(=O)(=O)N2CCOCC2)c1,-0.7,55,5%,0.5%[50 µM],
CC(C)c1ccc(NC(=O)COC(=O)C2CCCCC2)cc1,0.2,51,-1%,0.2%[50 µM],
COc1ccccc1/C=C/C(=O)N1CCN(S(=O)(=O)c2cc(C)ccc2C)CC1,-0.9,55,-3%,0.3%[50 µM],
C#CCOCCOCCOCCNc1nc(N2CCN(C(=O)[C@H](CCCCN)n3cc([C@@H](N)[C@H](C)CC)nn3)CC2)nc(N2CCN(C(=O)[C@H](CCC(=O)O)n3cc([C@@H](N)CCCCN)nn3)CC2)n1,0.2,52,-10%,4.1%,
O=C(Nc1ccccc1)c1cn(CCBr)cn1,0.4,45,5%,-0.3%,
CCc1cccc(C)c1NC(=O)c1cc(=O)[nH]c2ccc(S(=O)(=O)N3CCOCC3)cc12,1.1,58,-1%,0.3%[50 µM],
Cc1cc(S(=O)(=O)Nc2ccc(C(=O)NCC(c3ccco3)N3CCCCC3)cc2)ccc1F (configuration not stated),2.6,47,-5%,1.1%[50 µM],
CCOC(=O)c1c(C)[nH]c(C)c1C(=O)COC(=O)c1cccs1,-1.8,57,-15%,-0.7%,
CCN(c1ccccc1)S(=O)(=O)c1ccc(C(=O)NCc2ccccn2)cc1,0.1,63,-7%,0.7%[50 µM],
COc1ccc(NS(=O)(=O)c2ccc(C)c(C(=O)N3CCC3)c2)cc1,-0.1,58,-5%,0.8%[50 µM],
